Assay outcomes deposited in PubChem by several laboratories.
Shn3 inh set2 – reduction of Shn3 3'UTR firefly luciferase signal, primary screen, Schnurri-3 inhibitor project, cell-based, Clone20 osteoblasts, set 2; Clone20 osteoblast Shn3 3'UTR firefly luciferase, 24 h; inhibition, % at 12.5 µM; 360,000 tested, 0.52% active; AID 588674, 2011;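 active means mean inhibition of at least 75% with every replicate also reaching 75%; inconclusive means mean inhibition at least 75% but some replicate below; inactive means mean inhibition below 75%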;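 further: 0% = median of neutral control wells and 100% = pilot-screen positive control compound; some compounds past the cut are filed as inactive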
TRPM1 prom inh – inhibitors of MITF-dependent TRPM1 promoter reporter, primary screen, cell-based, SK-MEL-5, single point, luciferase. AID 488899, 2010. 330,000 tested, 0.83% active. inhibition, % at 12.5 µM. SK-MEL-5 TRPM1 promoter luciferase, 24 h;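 active means mean inhibition across replicates of 60% or more, whatever share of single replicates reaches that level; inconclusive means some that reach 60%, reason not given; inactive means mean inhibition across replicates below 60%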; further: values of inactives mirror those of a sister screen read the other way
iPSC survival up – enhancers of single-cell hiPSC survival, primary screen, ATPlite luminescence | 100% = ROCK inhibitor wells, 0% = DMSO | survival enhancement, % at 20 µM | 360,000 tested, 0.044% active; in the data active means survival enhancement above about 18%;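 further: cells exposed to compounds for 16 hours before the ATP read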
KKLEB tox – cytotoxicity in KKLEB CF airway cells, primary screen, cytotoxicity control for CF NF-kB inhibitor project, cell-based, uHTS, fluorescence assay plates; 360,000 tested, 0.36% active; activity change (cytotoxicity), % at 5 µM; KKLEB CF airway cells viability, ATPlite luminescence, overnight; stronger effect = lower value; cells stimulated with P. aeruginosa culture filtrate; AID 602141, 2011;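 active means corrected activity change at or below -50% at 5 µM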
Peg3 promoter – Peg3 promoter-driven luciferase inhibitors, primary screen, cell-based, HeLa, luciferase luminescence. HeLa PEG-Prom luciferase reporter, overnight. AID 588405, 2011. 360,000 tested, 1.7% active. inhibition, % at 20 µM;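 active means inhibition of at least 50% at 20 µM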
CF NFkB inh – inhibitors of PAF-induced NF-kB signaling, primary screen, cell-based, GFP fluorescence, uHTS; KKLEB NF-kB-GFP reporter, GFP fluorescence overnight; inhibition, % at 5 µM; AID 588850, 2011; 360,000 tested, 0.86% active;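 active means at least 50% inhibition at 5 µM, scaled per plate between neutral and stimulator controls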;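 further: PAF is a Pseudomonas aeruginosa culture filtrate used as stimulus; plate controls were PAF-stimulated DMSO wells for no effect and unstimulated DMSO wells for full effect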
NR2E3 ag-1 – NR2E3 agonists in two-hybrid cells, primary screen, cell-based, luminescence, CHO-S, Gal4-NCOR/VP16-NR2E3. 360,000 tested, 0.35% active. Photoreceptor-specific nuclear receptor (Homo sapiens), Q9Y5X4. luciferase. inhibition of corepressor binding, % at 3.98 µM. AID 602229, 2012;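 active means inhibition above the mean of all tested compounds plus 3 SD, cut at about 70% in these data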;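 further: 0% = DMSO with NR2E3 transfected cells and 100% = cells lacking NR2E3 construct; higher means lower luciferase signal from less NR2E3 corepressor binding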
Target sequence (Q9Y5X4 whole entry, looked up, the tested form may be a part): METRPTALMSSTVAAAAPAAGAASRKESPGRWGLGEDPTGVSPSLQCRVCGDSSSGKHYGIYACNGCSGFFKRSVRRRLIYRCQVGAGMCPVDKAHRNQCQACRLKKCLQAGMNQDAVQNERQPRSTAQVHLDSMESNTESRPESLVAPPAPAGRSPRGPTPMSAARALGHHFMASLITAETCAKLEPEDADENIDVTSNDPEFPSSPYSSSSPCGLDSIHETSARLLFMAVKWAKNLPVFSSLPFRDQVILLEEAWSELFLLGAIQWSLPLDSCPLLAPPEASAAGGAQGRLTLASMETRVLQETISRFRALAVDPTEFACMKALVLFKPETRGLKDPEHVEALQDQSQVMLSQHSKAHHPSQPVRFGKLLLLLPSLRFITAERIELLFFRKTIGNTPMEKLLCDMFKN
TWEAK Fn14 block – inhibitors of TWEAK-Fn14 signaling, primary screen, luciferase reporter cells, uHTS; AID 1159606, 2016; inhibition, % at 10 µM; TWEAK-stimulated Fn14 reporter cells, luciferase luminescence, 8 h; 360,000 tested, 2% active; in the data active means inhibition above about 50%
HIF-2a block – HIF-2a reporter inhibitors, primary screen, luminescence, 786-0 RCC cells; 786-0 RCC cells HIF-2a reporter, luciferase luminescence, overnight; 360,000 tested, 0.72% active; inhibition, % at 18.8 µM; AID 624352, 2012;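 active means inhibition of the luminescence signal of 40% or more relative to plate controls, in a single-dose primary screen at 18.75 µM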
aDG glyco act – activators of alpha-DG glycosylation, primary screen, uHTS, Pro5-aDG cells, AlphaScreen. alpha-DG glycosylation AlphaScreen (IIH6); 0% Pro5, 100% B10-LARGE cell signal. activation, % at 10 µM. 360,000 tested, 0.22% active. AID 624168, 2012;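 active means activation of at least 8% versus controls, or a plate z-score of at least 8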;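 further: Pro5 are CHO cells carrying HIG-tagged alpha-DG that lacks glycosylation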
NR2E3 ag-2 – inhibitors of NR2E3-RetCOR corepressor binding, primary screen, NR2E3 agonist project, biochemical, TR-FRET, GST-NR2E3, biotin-RetCOR; inhibition of corepressor binding, % at 4.78 µM; 1536-well; 320,000 tested, 0.12% active; AID 2300, 2010; Photoreceptor-specific nuclear receptor (Homo sapiens), Q9Y5X4;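 active means percent inhibition above the cutoff of mean plus 3 SD of all tested compounds, set per screening campaign, cut at about 20% in these data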;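 further: 0% = DMSO wells and 100% = biotin wells as full block of FRET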
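Material: NR2E3–RetCOR corepressor complex / Incubation: Compound–protein incubation for 5 h at 4 °C / Dosing: compound at 4.8 µM, single dose / Detection: time-resolved FRET / Benchmarks: high control biotin, low control 0.6% DMSO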
The depositor's hits bear a star; u = inconclusive; x = no result given.

cpd	SMILES	Shn3 inh set2	TRPM1 prom inh	iPSC survival up	KKLEB tox	Peg3 promoter	CF NFkB inh	NR2E3 ag-1	TWEAK Fn14 block	HIF-2a block	aDG glyco act	NR2E3 ag-2
1	O=C(NCc1ccc(OC(F)(F)F)cc1)C1CC(c2c(Cl)cccc2Cl)=NO1 (stereo not drawn)	13	x	0.3	-6	10	-20	15	-4	3	0.4	3
2	O=C(O)c1ccccc1-c1ccccc1C(=O)Nc1ccc(F)cc1	5	0	-0.5	-2	8	-2	-33	1	27	-0.1	-1
3	CCOC(=O)C1=C(O)CCn2c1nc1ccccc12	-10	-11	-2.7	5	9	-5	0	-21	-40	-0.1	1
4	O=[N+]([O-])c1ccc(Nc2ccccc2)c2nonc12	-38	0	0.6	-1	29	4	9	30	4	0.3	-3
5	CCOC(=O)C1CCN(C(=O)CCNC(=O)c2cc(OC)c(OC)c(OC)c2)CC1	4	1	0.5	-8	8	-12	24	18	4	-0.3	0
6	O=C(N/N=C/c1cc2c(cc1Cl)OCO2)c1ccccn1	-37	-70	-2.9	-6	-237	-5	-94	-2	-252	-0.2	2
7	COC(=O)c1ccc(/C=N/N2CCN(Cc3ccccc3)CC2)cc1	-8	-4	-2.1	2	11	9	-18	7	8	2.3	-2
8	CNC(=O)Nc1cc(NC(=O)NC)cc(C(F)(F)F)c1	9	-8	-0.1	-2	4	9	16	8	21	0.0	-2
9	CCNC(=O)NC(=O)CSc1nc2ccccc2n1CCOC	4	-2	-1.0	10	17	-6	-29	-9	12	-0.1	-1
10	Cn1cnnc1SCc1ccc(C(=O)N/N=C(/CCC(=O)O)c2ccc(C(C)(C)C)cc2)cc1	-21	-18	-0.6	-5	-48	4	-13	-5	-20	-0.1	x
11	CCOCCCNC(=O)c1ccc(Cn2c(=S)[nH]c3c([nH]c4ccc(OC)cc43)c2=O)cc1	-13	-3	-1.8	12	-7	3	6	-38	2	0.2	-23
12	O=C(Nn1cnc2ccccc2c1=O)c1cccc(Cl)c1	-6	3	-0.8	-7	-68	9	-42	-33	-131	0.1	-1
13	Cc1ccc(NC(=O)CCN2C(=O)c3ccccc3S2(=O)=O)cc1C	-19	-10	1.3	2	-2	-12	-19	-40	-24	-0.1	-3
14	CN(C)/C=C/C(=O)c1ccc(F)cc1F	-4	1	0.5	1	-1	6	-18	-11	4	0.0	2
15	COc1cc(C(=O)c2nccc3cc(OC)c(OC)cc23)c([N+](=O)[O-])cc1OC	32	2	-0.6	-34	-6	86*	-10	-28	19	0.2	2
16	CC(NCCOc1ccccc1F)C(=O)Nc1ccc(S(N)(=O)=O)cc1 (stereo not drawn)	-4	2	0.0	6	13	-2	-38	-2	9	-0.1	1
17	O=C(/C=C/Nc1cccc(C(F)(F)F)c1)c1ccco1	-98	-34	-2.7	5	-209	-32	-24	-12	-192	-0.7	4
18	Cc1cc(OCc2ccc(C(=O)Nc3ccc(C(=O)O)cc3)o2)ccc1Cl	4	-11	0.2	-4	31	18	-61	-15	4	1.2	-2
19	Cc1c(-n2c(SCC(=O)O)nnc2-c2ccccc2Cl)c(=O)n(-c2ccccc2)n1C	-19	1	-1.5	-5	6	-23	0	-1	7	0.1	0
20	Cc1cc(S(=O)(=O)NC(C)c2nnc3ccccn23)ccc1Br (stereo not drawn)	-7	5	-0.5	13	24	-9	-11	-14	-4	-0.1	x

Down the list, as entered above.
CF NFkB inh for nos. 14 to 17, in order: 6, 86*, -2, -32

Next entries.
cpd	SMILES	Shn3 inh set2	TRPM1 prom inh	iPSC survival up	KKLEB tox	Peg3 promoter	CF NFkB inh	NR2E3 ag-1	TWEAK Fn14 block	HIF-2a block	aDG glyco act	NR2E3 ag-2
21	CC(=O)C1=C(C)Nc2ncnn2C1c1ccc(F)cc1 (stereo not drawn)	-19	-94	3.5	-8	5	-11	-4	0	11	0.0	2
22	CCCn1nc(NC(=O)c2ccco2)c2cc3cc(C)ccc3nc21	11	-19	-0.8	-18	-26	-3	-14	-1	-219	0.9	-6
23	Cc1ccc(C(=O)NCCN2CCOCC2)cc1C	-16	-2	-0.2	3	2	22	-1	-18	-6	0.0	2
24	COc1ccc(NC(=O)CN2CCN(c3ccccc3Cl)CC2)cc1	7	1	1.4	-3	12	2	-7	-10	11	-0.1	4
25	COc1ccc(Cl)cc1NC(=O)CN1C(=O)NC(Cc2c[nH]c3ccccc23)C1=O (stereo not drawn)	3	-3	0.4	-3	3	-5	-9	4	15	-0.1	x
26	Cc1ccc([N+](=O)[O-])c(OCCn2cnc3ccccc32)c1	17	-7	-0.3	-1	7	-8	-31	-4	2	0.6	3
27	CCN(Cc1ccncc1)C(=O)c1cc(COc2ccc(F)cc2Cl)on1	-12	-16	-0.1	-3	-27	10	-5	-6	-41	0.5	4
28	CCOC(=O)[C@]12CCCC=C1N(Cc1ccc3c(c1)OCO3)C(=O)[C@H](CC(=O)NCCCCc1ccccc1)C2	x	x	0.1	x	x	x	28	7	16	0.5	x
29	C=CCOn1c(=O)c(-c2ccc(OC)cc2)[n+]([O-])c2ccccc21	-31	7	-2.1	4	-123	-7	-16	-26	-63	-0.1	-4
30	Cc1ccc(-c2nnn(CC(=O)N(c3cccc(F)c3)C(C(=O)NC3CCCC3)c3ccncc3)n2)o1 (stereo not drawn)	12	-3	-0.5	0	16	7	-24	-11	10	0.1	5
31	O=C(COC(=O)c1ccco1)Nc1ccc2[nH]c(=O)[nH]c2c1	-13	0	2.0	13	5	-2	10	20	5	0.4	4
32	Cc1ccc(C)c(-n2c3nc(=O)[nH]c(=O)c-3cc3cc([N+](=O)[O-])ccc32)c1	6	u	-3.7	-46	49	46	-15	24	25	-0.4	5
33	O=C(CN1CCN(C/C=C/c2ccccc2)CC1)Nc1cc([N+](=O)[O-])ccc1Cl	11	15	-0.6	4	-6	-2	2	-3	11	0.1	-2
34	COc1ccc(NC(=O)c2cccc(S(=O)(=O)N3CCCC3)c2)cc1OC	4	0	-0.4	-7	7	15	-15	1	4	-0.1	1
35	CSc1nc(-c2ccccc2)nn1C(=O)c1ccco1	-11	-12	-3.7	7	-18	-10	-33	0	-61	0.2	1
36	CC(CCN1C(Nc2ccccc2)=NC[C@@H]1Cc1ccccc1)c1ccccc1 (stereo partly drawn)	-14	-17	-0.7	-4	-31	15	14	6	-11	0.3	1
37	Cn1ccnc1C(=O)c1cc(SCC(=O)NC2CC2)nc2ccccc12	-2	6	1.2	10	-3	-14	-26	10	4	0.0	0
38	CCCCC(=O)OCc1c(-c2cccc(OC)c2)ncc2ccccc12	3	-1	5.2	-1	0	-18	-16	-5	-12	0.2	4
39	COc1ccc2nc(SCCOC(=O)Nc3ccc(Cl)cc3)nc(C)c2c1	-15	2	-1.1	-7	14	-6	-6	51*	11	0.1	-2
40	O=C(COc1ccc(F)c(Cl)c1)Nc1ccc(N2CCOCC2)cc1	30	16	6.3	-5	0	16	-4	-8	-18	-0.2	x
41	CCOc1cc(S(=O)(=O)N2CCN(CC)CC2)ccc1Cl	-11	10	0.8	3	2	-4	-9	10	11	0.3	0
42	COc1ccc(CN2CCNC(=O)C2CC(=O)N(C)Cc2ccon2)c(F)c1 (stereo not drawn)	17	8	-0.4	14	26	3	-3	8	16	-0.2	-1
43	O=c1[nH]c2ccc(Cl)cc2c(=O)n1Cc1ccco1	1	-2	4.4	0	10	-4	12	8	3	0.5	0
44	O=C1NC(=O)/C(=C\c2cn(CC(=O)N3CCOCC3)c3ccccc23)S1	-3	1	1.9	-17	7	-8	13	-4	13	0.1	-4
45	CCc1ccc(NC(=O)C2CCN(S(=O)(=O)c3c(C)[nH]c(=O)[nH]c3=O)CC2)cc1	-16	4	-0.1	-1	14	6	-4	7	-2	0.1	-2
46	NS(=O)(=O)c1ccc(Sc2nc3ccccc3s2)c([N+](=O)[O-])c1	x	-8	-0.7	-53*	37	82*	15	84*	16	-0.2	1
47	COc1ccccc1C(=O)N(CCN(C)C)c1nc2cc(C)cc(C)c2s1	9	3	0.2	-3	-9	8	-15	1	7	-0.1	-1
48	COc1ccc(-c2cc3nc(C)cc(NCCO)n3n2)cc1	-9	-38	0.1	-8	-59	8	3	-30	-51	-0.2	1
49	Cc1ccc(NC(=O)COC(=O)C2(CC(=O)NC(C)C)CCCC2)cc1C	-13	5	1.4	9	15	2	-26	-10	1	0.0	x
50	Cc1ccc(C23CC4CC(CC(CN)(C4)C2)C3)cc1	13	12	-5.2	-13	103*	12	20	1	10	9.5*	x

Among those listed so far, these have a furan ring, fused or not.
cpd	SMILES	Shn3 inh set2	TRPM1 prom inh	iPSC survival up	KKLEB tox	Peg3 promoter	CF NFkB inh	NR2E3 ag-1	TWEAK Fn14 block	HIF-2a block	aDG glyco act	NR2E3 ag-2
17	O=C(/C=C/Nc1cccc(C(F)(F)F)c1)c1ccco1	-98	-34	-2.7	5	-209	-32	-24	-12	-192	-0.7	4
18	Cc1cc(OCc2ccc(C(=O)Nc3ccc(C(=O)O)cc3)o2)ccc1Cl	4	-11	0.2	-4	31	18	-61	-15	4	1.2	-2
22	CCCn1nc(NC(=O)c2ccco2)c2cc3cc(C)ccc3nc21	11	-19	-0.8	-18	-26	-3	-14	-1	-219	0.9	-6
30	Cc1ccc(-c2nnn(CC(=O)N(c3cccc(F)c3)C(C(=O)NC3CCCC3)c3ccncc3)n2)o1 (stereo not drawn)	12	-3	-0.5	0	16	7	-24	-11	10	0.1	5
31	O=C(COC(=O)c1ccco1)Nc1ccc2[nH]c(=O)[nH]c2c1	-13	0	2.0	13	5	-2	10	20	5	0.4	4
35	CSc1nc(-c2ccccc2)nn1C(=O)c1ccco1	-11	-12	-3.7	7	-18	-10	-33	0	-61	0.2	1
43	O=c1[nH]c2ccc(Cl)cc2c(=O)n1Cc1ccco1	1	-2	4.4	0	10	-4	12	8	3	0.5	0
